ADAM10 inh: inhibitors of human ADAM10. recombinant ADAM10, EDANS/DABCYL FRET peptide cleavage, 3 h. inhibition, % at 7 µM. 370,000 tested, 0.62% active. AID 720582;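 active means inhibition above a per-campaign cutoff equal to the mean of compounds falling between control-based bounds plus 3 SD, cut at about 20% in these data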;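 further: 0% = DMSO wells while the 100% control is not disclosed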
ADAM17 inh: inhibits human ADAM17; P78536; recombinant ADAM17, EDANS/DABCYL FRET peptide cleavage; inhibition, % at 6.95 µM; 370,000 tested, 0.83% active; AID 720648;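 active means inhibition above the mean of compounds lying between control limits plus 3 SD, set per campaign, cut at about 8.5% in these data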;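 further: 0% = DMSO-only wells as the low control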
PLCg1 inh: PLC-gamma1 (human) inhibition, primary screen | P19174 | purified PLC-gamma1, fluorogenic substrate, fluorescence | inhibition, % at 12.2 µM | 370,000 tested, 0.84% active | AID 720700; in the data active means inhibition above about 9.5%
SIAE inh: human SIAE inhibition, primary screen. Q9HAT2. SIAE FP-Rh probe binding, fluorescence polarization. inhibition, % at 9.66 µM. 370,000 tested, 0.69% active. AID 1053197;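 active means inhibition above a cutoff: mean of compounds within the control limits plus 3 SD of those, cut at about 17% in these data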;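 further: 0% = plate median of compound wells and 100% = probe without SIAE protein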
Target sequence (Q9HAT2 whole entry, looked up): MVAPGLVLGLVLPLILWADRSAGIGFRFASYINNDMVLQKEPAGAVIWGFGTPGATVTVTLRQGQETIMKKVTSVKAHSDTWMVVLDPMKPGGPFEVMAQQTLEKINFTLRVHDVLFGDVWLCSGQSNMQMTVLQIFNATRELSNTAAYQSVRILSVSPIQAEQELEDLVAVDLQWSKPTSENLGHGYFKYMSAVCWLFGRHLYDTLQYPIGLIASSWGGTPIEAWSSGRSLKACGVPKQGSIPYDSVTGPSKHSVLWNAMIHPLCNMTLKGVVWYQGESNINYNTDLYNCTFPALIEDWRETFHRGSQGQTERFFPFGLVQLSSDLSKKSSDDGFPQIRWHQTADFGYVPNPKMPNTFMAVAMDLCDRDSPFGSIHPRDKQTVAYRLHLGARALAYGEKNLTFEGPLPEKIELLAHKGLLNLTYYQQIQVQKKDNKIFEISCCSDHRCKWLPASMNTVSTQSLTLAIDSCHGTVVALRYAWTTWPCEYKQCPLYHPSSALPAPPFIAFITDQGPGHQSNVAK
Tn7 DDE FP: disrupts Tn7 cyclic peptide binding to fibrin D-Dimer-E complex. FP displacement of FITC-Tn7 peptide from fibrin DD(E); 0% = median of compound wells per plate. inhibition, % at 8.3 µM. 370,000 tested, 0.13% active;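 active means inhibition above the mean of compounds falling within the control limits plus 3 SD of them, cut at about 14% in these data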;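 further: 0% = plate median of compound wells and 100% = 10 µM Aha-Tn7 peptide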
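Test system: human clot-derived fibrin DD(E) complex / Quantity: 2 µM final DD(E) protein / Incubation: 10 min plus 3 h, room temperature / Measured by: fluorescence polarization / Benchmarks: high control of 10 µM Aha-Tn7 peptide / Replicates: singlicate testing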
TDP2 inh: TDP2 (human) inhibition, absorbance primary screen | O95551 | recombinant TDP2, T5PNP hydrolysis, p-nitrophenol absorbance 415 nm | inhibition, % at 12.8 µM | 370,000 tested, 0.34% active | AID 720702;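 active means inhibition above the mean of all tested compounds plus 3 SD, set per campaign, cut at about 25% in these data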;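 further: 0% = DMSO with enzyme and 100% = buffer with substrate but no TDP2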
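System – recombinant human TDP2 · Amount – 120 nM TDP2 per well · Buffer or medium – Mg2+-containing Tris-HCl buffer, pH 7.5 · Reagent – T5PNP substrate, 5 mM · Dosing – 12.8 µM single point, 1% DMSO · Incubation – 2 h at 37 °C · Measured by – epi absorbance · Read-out basis – percent inhibition · Benchmarks – high control without enzyme, low control DMSO plus TDP2 · Repeats – singlicate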
PLCb3 inh: inhibitors of human phospholipase C beta3 | 370,000 tested, 0.18% active | AID 720704 | Purified PLC-beta3, fluorogenic substrate, fluorescence | Q01970 | inhibition, % at 12.2 µM; in the data active means inhibition above about 11%;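 further: 0% = median of compound wells on plate and 100% = full blocker control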
ARFGAP1 inhibitor: inhibits rat ARF GTPase activating protein 1 | Q62848 | Arfgap1-stimulated ARF1 GTP hydrolysis, GDP FP detection | inhibition, % at 16.5 µM | 360,000 tested, 0.26% active | AID 651572;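 active means inhibition above a per-plate limit, mean inhibition of low control wells plus 3 SD, cut at about 25% in these data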;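 further: 0% = DMSO wells with enzyme and 100% = wells lacking Arfgap1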
Target sequence (Q62848 1-136 limits assumed): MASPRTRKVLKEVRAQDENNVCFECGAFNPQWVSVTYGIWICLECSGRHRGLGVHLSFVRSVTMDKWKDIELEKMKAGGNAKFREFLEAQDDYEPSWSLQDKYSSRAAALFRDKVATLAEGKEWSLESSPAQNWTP
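Repeats: one replicate per compound; assay system: rat Arfgap1 catalytic domain, aa 1-136; times: enzyme reaction 120 min at 25 °C after 20 min preincubation; detection: FP of antibody-bound GDP Alexa 633 tracer, ex 620/em 688 nm; benchmarks: high control wells lacking Arfgap1, low control full reaction with DMSO; reagent: human ARF1(Δ1-17)-GTP substrate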
DDE Tn6 FP inh: inhibitors of Tn6 peptide binding to human fibrin DD(E) | P02675 | Fibrin DD(E) TRITC-Tn6 fluorescence polarization displacement | inhibition, % at 8.3 µM | 370,000 tested, 0.21% active | AID 720509;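 active means inhibition above a per-campaign cutoff: mean of compounds within control limits plus 3 SD, cut at about 15% in these data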;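 further: 0% = median of all compound wells on the plate and 100% = blocking peptide control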
ASAP1 GAP inh: blocks human ASAP1-stimulated Arf1 GTP hydrolysis; 360,000 tested, 0.19% active; GDP FP detection; AID 624377; Q9ULH1; inhibition, % at 16.5 µM; in the data active means inhibition above about 25%;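 further: 0% = vehicle with enzyme and substrate and 100% = no enzyme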
Target sequence (Q9ULH1 325-724 limits assumed): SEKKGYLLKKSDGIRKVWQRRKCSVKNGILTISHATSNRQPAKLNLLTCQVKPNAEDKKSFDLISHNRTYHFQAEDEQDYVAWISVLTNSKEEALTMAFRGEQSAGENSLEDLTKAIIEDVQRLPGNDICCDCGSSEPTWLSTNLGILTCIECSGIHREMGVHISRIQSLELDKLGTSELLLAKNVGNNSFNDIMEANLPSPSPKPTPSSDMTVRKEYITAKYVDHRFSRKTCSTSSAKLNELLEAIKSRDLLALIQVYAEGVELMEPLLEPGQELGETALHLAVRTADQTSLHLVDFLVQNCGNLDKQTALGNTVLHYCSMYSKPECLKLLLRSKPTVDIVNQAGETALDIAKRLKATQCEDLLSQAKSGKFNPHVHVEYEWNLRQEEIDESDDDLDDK
An asterisk follows results filed as active; i = inactive; / = no result given; & = joins results of further samples.

SMILES	ADAM10 inh	ADAM17 inh	PLCg1 inh	SIAE inh	Tn7 DDE FP	TDP2 inh	PLCb3 inh	ARFGAP1 inhibitor	DDE Tn6 FP inh	ASAP1 GAP inh
COc1ccc(-c2cc(=Nc3ccc(C)cc3)c3ccccc3o2)cc1	i	-198	-63	-1	10	-3	-84	9	-5	0
CC1CCN(c2nc3ccccc3n2CC(=O)c2ccccc2)CC1	-10	-4	0	-2	2	2	1	0	4	-7
CCOC(=O)N1CCN(S(=O)(=O)c2ccc(C)c(C(=O)NC3CCCCC3)c2)CC1	-2	0	2	19*	-8	21	-1	1	-1	2
COC(=O)C1=C(C)NC(=S)NC1c1ccc(-c2cc(Cl)ccc2Cl)o1 (stereo not drawn)	-8	-10	-1	-9	2	1	-10	1	2	-4
COC(=O)[C@@H](Cc1ccccc1)N[C@H](/C=C/c1ccccc1)[C@@H](O)Cc1ccccc1	2	1	2	-1	-3	-9	2	21	-2	8
CCOc1ccc(NC(=O)NNC(=O)COc2ccc3ccccc3c2)cc1	-7	1	-5	-2	2	2	-6	6	-5	12
O=S1(=O)CCC(SCc2nc3sccn3c2Br)C1 (stereo not drawn)	4	0	0	-1	-6	-6	5	-7	-7	12
CCN1C(=O)/C(=C/C=C2/Sc3ccccc3N2CCO)SC1=S	1	1	1	-53	1	-6	-4	14	-9	-5
CCN(CC)CCN(Cc1cc2cc(C)ccc2[nH]c1=O)C(=O)Nc1ccccc1OC	-15	-7	-1	4	-3	-4	-1	0	4	2
COc1cccc(NC(=O)CN(C)C(=O)c2cc(-c3ccccc3)nn2-c2ccccc2)c1	5	-1	4	1	3	0	1	5	-3	-6
C[C@H]1[C@@H](NC(=O)C2CCC2)CC[C@@]23CCCN2C(=O)CCC[C@@H]13	0	-4	1	0	-2	9	1	/	2	/
CC(c1ccco1)N(C(=O)C12CC3CC(CC(C)(C3)C1)C2)c1ccccn1 (stereo not drawn)	-1	-2	-4	5	8	-8	3	3	3	-8
COCC(C)n1c(SCc2ccc(OC)c(F)c2)nc2ccccc2c1=O (stereo not drawn)	10	-1	-1	5	1	1	-9	4	7	-2
CN1C(=O)/C(=C/c2coc3ccc(O)cc3c2=O)SC1=S	-4	-2	1	-2	-4	15	-6	-5	8	-1
CCOC(=O)C1(Cc2ccccc2)CCN(Cc2cnc(N3CCOCC3)s2)CC1	4	-5	1	-1	3	6	-2	7	1	-3
CCCCN(C(=O)C1CCN(C(=O)c2ccccc2C)CC1)c1c(N)n(CCC)c(=O)[nH]c1=O	-8	-2	5	-2	-1	16	-8	3	1	5
Cc1ccc(C(=O)c2ccccc2C(=O)OCC(=O)NCCc2ccccc2)cc1	6	2	2	15	-2	6	3	3	3	-6
CCOC(=O)C1C(=O)C=C(c2ccc(C)cc2)CC1c1ccc([N+](=O)[O-])cc1 (stereo not drawn)	1	0	0	-1	5	-9	-4	-14	2	4
Cc1cc(NC(=O)COC(=O)c2ccccc2Cl)no1	-11	-4	-1	1	-2	2	-7	4	5	3
CCc1ccc(NC(=O)Nc2ccncc2)cc1	6	-5	5	-7	7	-2	1	5	-4	-4
CC1=C(C(=O)N(C(C)C)C(C)C)CC(CC(=O)NCC2CCCCC2)C(=O)N1Cc1ccccc1 (stereo not drawn)	5	2	0	1	-1	2	2	-5	8	6
COc1ccc(NC(=O)CN2C(=O)NC3(CCCCCC3)C2=O)cc1Cl	-1	-1	4	-8	-1	-1	4	-4	1	1
CCc1c(O)nc(SCC(=O)Nc2ccc(Br)cc2)n(-c2ccc(C)cc2)c1=O	1	-3	-4	1	1	3	-13	-15	6	5
Cc1ccc(-n2ncc3c2CC(C)(C)CC3NC(=O)c2ccccn2)cc1 (stereo not drawn)	6	-1	-2	6	-4	2	-7	4	3	-3
CCCC(C)C(=O)NC1CCCCN(Cc2ccc(C)cc2)C1=O (stereo not drawn)	-6	-5	-3	-3	3	3	1	/	5	/
CCCCNC(=O)O/N=C(\N)CS(=O)(=O)C(C)(C)C	1	0	1	0	5	-11	-7	3	2	2
CCOC(=O)C1CCCN(c2c(N3CCN(c4cccc(Cl)c4)CC3)c(=O)c2=O)C1 (stereo not drawn)	-7	-1	0	0	-4	2	-3	-1	1	-2
O=c1cc(-c2ccc(F)cc2)[nH][nH]1	-1	3	3	6	1	55*	3	-1	3	9
CCOC(=O)C1CCCN(C(=O)c2cccc(S(=O)(=O)N3CC(C)OC(C)C3)c2)C1 (stereo not drawn)	3	0	2	10	-7	6	-4	3	1	4
COc1ccc(C(=O)Nc2ccnn2C2CCN(C(C)CSC)CC2)cc1 (stereo not drawn)	7	1	3	-4	1	-5	-2	2	-1	-8
Cc1ccc(NC(=O)N(Cc2ccco2)C(C)c2ccco2)cc1C (stereo not drawn)	5	-1	-3	9	-6	-4	0	-6	-1	-5
CCCCCCSc1ccc(-c2nc3ccc(C)cn3c2NCc2ccccc2)cc1	-112&-116	-25&-41	-299	1&2	0&5	-2&-1	-465	1&0	14&-4	6&-7
COc1ccc(C2C(C#N)=C(C)NC(C)=C2C#N)c(OC)c1	-18	-6	-16	0	-4	-7	-24	1	2	-6
CN(C(=O)c1ccc(NC(=O)Cc2ccc([N+](=O)[O-])cc2)cc1)C1CCCC1	-1	0	-4	2	4	-5	-1	-4	8	8
O=C(NCc1ccco1)Nc1ccccc1Cl	3	1	-2	3	1	5	4	-4	-3	3
COc1ccc(S(=O)(=O)N2CCOC2CNC(=O)C(=O)NCCN2CCOCC2)cc1 (stereo not drawn)	-3	-5	0	-5	-2	7	-8	1	-2	-5
CCC(=O)N1CCc2cc(S(=O)(=O)NCCCN3CCN(Cc4ccccc4)CC3)ccc21	0	-2	5	12	2	-10	1	-9	3	-2
Cc1ccc(-c2c(N)nc3ncccn23)cc1	-47	-14	-109	6	-2	0	-127	-4	0	-2
Cc1ccccc1C(=O)c1cccn1CC(=O)NC(C)CCc1ccccc1 (stereo not drawn)	-4	-1	2	5	1	-19	-9	6	2	-3
CN1CCN(C(=O)C2=C[C@@H](c3coc4ccccc4c3=O)C[C@@H](OCCCCO)O2)CC1	4	-2	1	2	3	11	2	-3	-4	0
O=C(Nc1ccc2oc(=O)ccc2c1)c1ccc(-c2cccc([N+](=O)[O-])c2)o1	0	-3	-2	-19	-6	-6	-8	71*	-2	63*
O=C(Nc1ccccc1-c1ccccc1)C1CCCCC1	0	5	2	3	-7	-8	8	-3	6	0
COc1ccc(CCNC(=O)CSc2nccc(=O)[nH]2)cc1OC	3	3	1	5	4	-8	2	-1	7	2
O=C(Nc1ccc2c(c1)OCO2)c1cc(C2CC2)on1	-10	-5	0	5	0	7	-2	-12	6	-5
O=C(Nc1ccc(SC(F)F)cc1)C12CCC(CC1)C2	-10	3	-1	1	7	4	0	14	-1	4

Arranged by value in ARFGAP1 inhibitor (descending): three from the list above
SMILES	ADAM10 inh	ADAM17 inh	PLCg1 inh	SIAE inh	Tn7 DDE FP	TDP2 inh	PLCb3 inh	ARFGAP1 inhibitor	DDE Tn6 FP inh	ASAP1 GAP inh
O=C(Nc1ccc2oc(=O)ccc2c1)c1ccc(-c2cccc([N+](=O)[O-])c2)o1	0	-3	-2	-19	-6	-6	-8	71*	-2	63*
CN(C(=O)c1ccc(NC(=O)Cc2ccc([N+](=O)[O-])cc2)cc1)C1CCCC1	-1	0	-4	2	4	-5	-1	-4	8	8
O=C(Nc1ccc2c(c1)OCO2)c1cc(C2CC2)on1	-10	-5	0	5	0	7	-2	-12	6	-5

Additional structures follow:
SMILES	ADAM10 inh	ADAM17 inh	PLCg1 inh	SIAE inh	Tn7 DDE FP	TDP2 inh	PLCb3 inh	ARFGAP1 inhibitor	DDE Tn6 FP inh	ASAP1 GAP inh
CCc1ccc(C2C3=C(CC(C)(C)CC3=O)OC3=C2C(=O)CC(C)(C)C3)cc1	-9	-7	0	-6	-1	0	-7	3	-6	9
O=C(CN1CCN(C2CCCCC2)CC1)c1ccc2cc[nH]c2c1	-259	-67	-276	-2	2	-16	-329	-4	-6	6
CN1CCN(c2ncnc3scc(-c4ccccc4Cl)c23)CC1	7	-2	3	-1	-1	-4	2	5	-6	-5
O=C(CN1C(=O)C2C3C=CC(C3)C2C1=O)OCC(=O)c1ccc(Cl)c([N+](=O)[O-])c1 (stereo not drawn)	3	0	2	-1	-2	-5	-1	-6	-3	-1
COC(CNC(=O)C1CCN(S(=O)(=O)c2ccc3nc4c(c(C(=O)O)c3c2)CC(C)CC4)CC1)OC (stereo not drawn)	-18	-4	-35	14	-6	12	-64	4	-2	-1
O=C(CCC1CCCCC1)Nc1cccc(C(=O)Nc2ccc(C(=O)O)cc2)c1	-2	-3	3	-8	-5	-6	-2	3	-8	7
O=c1ccnc(Nc2ccc([N+](=O)[O-])cc2)[nH]1	1	0	2	-7	-4	12	-2	2	-1	6
COC(=O)C1(S(=O)(=O)C2(C(=O)OC)CCCC2)CCCC1	2	1	8	-4	-2	-6	6	-10	-1	-5
COc1cc(NC(=O)Cn2cnc3c(SC)nc(N)nc32)cc(OC)c1OC	-7	-5	2	1	-4	8	-1	-8	0	-1
COc1ccc(/C=N/NC(=O)CNC(=O)c2ccc3c(c2)OCCO3)cc1OC	-10	-3	-8	4	-10	2	-6	-3	-6	8
COc1ccc(-n2ncc(C(C)NS(=O)(=O)c3ccc(C(C)=O)cc3)c2C)cc1 (stereo not drawn)	-7	-4	-2	-7	0	1	-10	3	4	4
CC(=O)c1sc(NC(=O)C2CCN(C(=O)c3ccc(F)cc3)CC2)nc1-c1ccccc1	15	5	-7	-11	-6	-2	-13	13	-4	7
Cc1c(NC(=O)/C(C#N)=C/c2ccc(-c3cccc(Cl)c3)o2)c(=O)n(-c2ccccc2)n1C	12	5	8	-10	-7	-23	1	8	-4	-3
COc1cc(C2C(C(C)=O)=C(O)C(=O)N2CCc2c[nH]c3ccccc23)ccc1O (stereo not drawn)	-6	1	-4	2	-3	-6	-6	9	-12	12
COc1ccc(OC)c(NC(=O)C(C)N2c3cccc4cccc(c34)S2(=O)=O)c1 (stereo not drawn)	9	5	-7	3	-4	-15	-14	9	4	2
CC1=C(C(=O)N2CCOCC2)CC(CC(=O)NCCc2ccccn2)C(=O)N1Cc1ccccc1 (stereo not drawn)	-2	3	2	1	-4	7	3	3	4	9
COc1ccc(CCNC(=O)CN(C)S(=O)(=O)c2ccc3c(c2)CCC(=O)N3)cc1OC	1	-1	1	-16	2	-12	1	-1	0	2
CCOC(=O)c1cc(CO)cc(C(=O)OCC)c1	0	-4	1	-1	-2	12	-9	-5	-2	-5
Cc1cc(C)cc(NS(=O)(=O)c2cc3[nH]c(=O)c(=O)[nH]c3cc2C)c1	-26	-4	1	0	2	-3	-4	-6	-2	-3
